# TCR-CD3 inh = blocks the human TCR-CD3 interaction. TAMRA-labeled TCR probe fluorescence, biochemical. AID 651800. inhibition, % at 9.4 µM. 0.37% of 360,000 active; in the data active means inhibition above about 19%;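 further: recombinant mutant TCR 2C K166C tagged with TAMRA read by polarization; 0% = receptor in buffer alone and 100% = receptor with positive control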
# PRMT1 inh = blocks human protein arginine methyltransferase 1; recombinant PRMT1, activity-based probe fluorescence polarization; inhibition, % at 2.79 µM; AID 652257; 1.3% of 370,000 active;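 active means inhibition above about 21% made by adding two undisclosed values, limit read from the data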
# LEDGF integ inh = blocks HIV-1 LEDGF/p75-dependent DNA integration; inhibition, % at 3.7 µM; TR-FRET IN-LEDGF/p75 DNA integration, Eu/Cy5; AID 743269; 0.64% of 370,000 active;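 active means inhibition above the screen-wide mean plus 3 SD, cut at about 13% in these data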;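 further: signal is the Cy5 over europium emission ratio at 671 and 618 nm; 0% = plate median of compound wells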
# HTRA1 inhibitor = HTRA1 (human) protease inhibition; Q92743; recombinant HTRA1, FP-rhodamine activity-based probe, fluorescence polarization; inhibition, % at 5.96 µM; 0.5% of 340,000 active; AID 504803; in the data active means inhibition above about 36%;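 further: 0% = enzyme with DMSO and 100% = wells lacking enzyme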
# Target sequence (Q92743 whole entry, looked up): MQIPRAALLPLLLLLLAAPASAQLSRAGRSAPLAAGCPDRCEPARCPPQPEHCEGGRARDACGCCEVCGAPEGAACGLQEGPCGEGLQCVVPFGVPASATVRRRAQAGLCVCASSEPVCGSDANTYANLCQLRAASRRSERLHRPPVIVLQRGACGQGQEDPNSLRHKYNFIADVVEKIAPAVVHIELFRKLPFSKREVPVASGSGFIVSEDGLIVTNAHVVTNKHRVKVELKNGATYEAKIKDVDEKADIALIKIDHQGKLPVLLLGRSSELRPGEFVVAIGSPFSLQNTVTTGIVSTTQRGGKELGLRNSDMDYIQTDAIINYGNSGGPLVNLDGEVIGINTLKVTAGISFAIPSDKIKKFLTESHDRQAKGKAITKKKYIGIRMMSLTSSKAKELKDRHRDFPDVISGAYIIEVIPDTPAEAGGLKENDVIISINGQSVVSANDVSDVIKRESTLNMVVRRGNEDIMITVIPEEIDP
# rCAG binder = r(CAG) repeat RNA binding; AID 651821; 1.3% of 370,000 active; inhibition, % at 3 µM; TO-PRO-1 dye displacement fluorescence;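 active means inhibition above the plate cutoff, the mean of all test compounds on that plate plus 3 SD, cut at about 35% in these data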;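 further: 0% = DMSO alone and 100% = 100 µM mitoxantrone as full dye displacement; higher means more dye released from RNA so lower well fluorescence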
# GC-B act = GC-B (human) receptor activation. HEK293-GC-B cells, CNP EC30, cGMP TR-FRET; 0% at EC30 CNP, 100% saturating CNP. activation, % at 10 µM. 0.11% of 370,000 active. AID 1920062;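 active means activation at 10 µM reaching about 35% in either raw or pattern-adjusted values, limit read from the data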
# TDP2 inh = TDP2 (human) inhibition, absorbance primary screen; recombinant TDP2, T5PNP hydrolysis, p-nitrophenol absorbance 415 nm; inhibition, % at 12.8 µM; 0.34% of 370,000 active; AID 720702;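 active means inhibition above the mean of all tested compounds plus 3 SD, set per campaign, cut at about 25% in these data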;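 further: 0% = DMSO with enzyme and 100% = buffer with substrate but no TDP2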
#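 test system = human TDP2 enzyme | input = TDP2 enzyme at 120 nM final | medium = 50 mM Tris-HCl pH 7.5 with Mg2+, KCl, DTT, BSA | also added = T5PNP substrate, 5 mM | times = 2 h at 37 °C | technique = epi absorbance | benchmarks = high control without enzyme, low control DMSO plus TDP2 | replication = each compound tested once, singlicate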
# mABHD4 FP = inhibitors of mouse ABHD4 | AID 720543 | 0.54% of 370,000 active | purified mABHD4, FP-Rh probe fluorescence polarization | Q8VD66 | inhibition, % at 8.92 µM;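 active means inhibition exceeding the mean over every tested compound plus 3 SD, cut at about 30% in these data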;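 further: 0% = plate median of compound wells and 100% = S159A mutant with DMSO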
#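 Test system: mABHD4 protein; Read-out basis: % inhibition; Incubation: 45 min + 60 min at 25 °C; Repeats: single replicate; Technique: fluorescence polarization with parallel and perpendicular emission, 525/598 nm; Compound: 8.92 µM, single dose; Benchmarks: full inhibition S159A mutant plus DMSO, zero as sample-well median.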
# SIAE inh = human SIAE inhibition, primary screen | Q9HAT2 | SIAE FP-Rh probe binding, fluorescence polarization | inhibition, % at 9.66 µM | 0.69% of 370,000 active | AID 1053197;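 active means inhibition above a cutoff: mean of compounds within the control limits plus 3 SD of those, cut at about 17% in these data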;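 further: 0% = plate median of compound wells and 100% = probe without SIAE protein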
# MBD2 inh = inhibitors of human MBD2 binding to methylated oligonucleotide; Q9UBB5; TR-FRET; inhibition, % at 4.4 µM; 0.31% of 370,000 active; in the data active means inhibition above about 13%
# Target sequence (Q9UBB5 whole entry, looked up): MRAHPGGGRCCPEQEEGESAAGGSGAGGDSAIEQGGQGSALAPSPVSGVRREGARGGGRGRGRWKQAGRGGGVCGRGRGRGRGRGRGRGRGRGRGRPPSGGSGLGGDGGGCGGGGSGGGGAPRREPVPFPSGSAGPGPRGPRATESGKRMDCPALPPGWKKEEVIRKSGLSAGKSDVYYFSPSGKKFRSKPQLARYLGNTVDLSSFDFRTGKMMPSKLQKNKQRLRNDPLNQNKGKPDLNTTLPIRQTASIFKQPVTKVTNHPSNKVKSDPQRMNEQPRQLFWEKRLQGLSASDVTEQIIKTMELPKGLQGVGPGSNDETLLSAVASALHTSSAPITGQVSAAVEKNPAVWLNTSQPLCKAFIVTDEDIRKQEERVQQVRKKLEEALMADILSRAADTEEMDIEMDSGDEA
# Starred values were filed as active, the others as inactive; x = not tested or not shown. An excerpt. The share of hits here may be higher or lower than overall.
smiles,MBD2 inh,TDP2 inh,HTRA1 inhibitor,GC-B act,mABHD4 FP,SIAE inh,TCR-CD3 inh,LEDGF integ inh,rCAG binder,PRMT1 inh
COc1ccc(CCN(C)C(=O)c2ccc(S(=O)(=O)Nc3ccccc3F)cc2)cc1OC,1,-10,-2,-2,-1,-2,1,-5,2,3
Cc1cccc(Nc2ccccc2C(=O)OCC(=O)N(C)C2CCS(=O)(=O)C2)c1C (stereo unspecified),0,5,-6,3,-5,5,5,-2,2,0
Cc1cc2nc(C(C)(C)C)c(Cc3cccc(Cl)c3)n2c(C)c1Br,1,8,x,0,3,-3,-6,-4,4,4
O=c1[nH]nc(CNc2ccc(O)cc2)c2ccccc12,-10,9,85*,-13,82*,79*,89*,5,6,25*
Cc1ccc(NC(=O)CSc2nnc(-c3cccnc3)n2-c2ccc(C)cc2)cc1,4,6,-5,4,4,-4,-1,1,-1,0
Cc1cccc(S(=O)(=O)Nc2cccc(-c3cn4ccsc4n3)c2)c1,-4,-7,-12,3,-16,-12,-3,-1,11,-2
CCN(CC)CCCNC(=O)c1ccc(N2CCCCC2)c(NS(=O)(=O)c2ccc(C)cc2)c1,1,-7,-6,2,1,0,-3,6,-4,-3
CC(C)C(=O)NC(=S)Nc1ccccc1N1CCN(C(=O)c2ccccc2)CC1,-6,1,10,4,3,6,2,-1,1,1
CC(C)Nc1nc(-c2ccncc2)nc(-c2ccc(Cl)cc2)c1C#N,-1,-4,x,3,4,0,4,7,-5,-1
O=C(NC1(C(F)(F)F)C(=O)Nc2c1c(=O)[nH]c(=O)n2-c1ccc(F)cc1)c1cccnc1 (stereo unspecified),3,7,-6,3,2,-6,-3,1,-2,2
c1csc(COc2ccccc2CNC2CCCCC2)c1,0,-9,5,-11,6,-4,3,0,6,2
NC(=S)NNC(=O)COc1ccccc1O,4,7,6,4,1,2,0,1,-1,-6
CCSc1nnc(NC(=O)c2nc3nc(C)cc(C)n3n2)s1,1,-6,-1,1,2,9,-1,-7,0,5
CC1CCC(C(C)C)C(OCC(O)CNC(C)C)C1 (stereo unspecified),3,2,-8,0,2,0,5,1,4,-3
Cn1nccc1NC(=O)CC(CC(=O)O)c1ccccc1 (stereo unspecified),0,-15,-4,0,0,10,-9,2,-3,-6
CCCN1C(=O)SC(CC(=O)Nc2ccc(C)cc2)C1=O (stereo unspecified),3,6,5,11,0,-3,-1,2,2,10
COc1cccc2c(N/N=C/c3ccccc3)cc(C)nc12,1,-4,3,-5,5,5,2,-5,-3,1
O=C1CCc2cc(S(=O)(=O)NC3CCCCC3)ccc2N1,-2,-4,6,-4,3,-1,0,4,0,-1
O=C(/C=C/c1ccc([N+](=O)[O-])s1)N1CCCC1,-2,10,2,-1,6,4,-4,-3,0,2
COc1ccc(Cl)cc1C(=O)NC(=S)Nc1ccccc1N1CCOCC1,-5,1,3,15,-3,5,14,-7,-1,-2
CCN(CC(=O)Nc1ccc(NC(C)=O)cc1)C(=O)c1ccccc1Sc1ccccc1C#N,-2,-1,-4,6,-3,2,-1,0,1,-1
Cc1cc(C)cc(N(CC(=O)N2CCc3ccccc32)S(=O)(=O)c2c(C)noc2C)c1,1,-10,-7,-7,1,12,3,-1,1,1
CCCN1CNc2c(c(=O)[nH]c(=S)n2CCc2ccc(OC)c(OC)c2)C1,3,11,-1,-2,-6,0,5,4,-2,-5
COC(=O)[C@]12C[C@H](CC(=O)NCc3ccc(C)o3)C(=O)N(Cc3ccc4c(c3)OCO4)C1=C[C@H](C(C)(C)C)O[C@@H]2C,-1,-3,x,-4,-5,8,-2,5,1,2
Cc1ccc(C)c(NC(=O)NNC(=O)c2cc3occc3[nH]2)c1,0,11,5,1,12,12,3,2,9,2
Cc1ccc(CN2C(=O)N/C(=C\c3cccn3-c3cccc(C(=O)O)c3)C2=O)cc1,2,1,-4,-5,14,-3,7,5,47*,6
C=CCNC(=O)COC(=O)c1nc2nccc(C)n2n1,0,3,4,4,1,-2,3,2,-1,-6
C/C(=N\NC(=O)c1ccc(Cn2cc(Br)cn2)o1)c1cccc(NC(=O)C(C)C)c1,-7,7,-17,-1,-3,-1,2,0,-2,-3
O=C1/C(=C/c2cccs2)SC(=S)N1CC(=O)N1CCCCC1CCO (stereo unspecified),-6,-17,-10,-3,4,0,-3,-3,3,9
Cc1cc(-n2nc(C)cc2C)n2nc(C)c(-c3ccc(Cl)cc3)c2n1,-2,6,3,4,-2,-2,2,-2,6,0
COc1ccc(CC(=O)Nc2ccc(C)cc2O)cc1S(=O)(=O)N1CCOCC1,-1,3,9,3,0,1,2,0,11,0
O=C(NCc1ccccc1F)C1CC(=O)N(c2ccc3c(c2)OCCO3)C1 (stereo unspecified),-3,11,-3,2,-2,-2,6,-2,-3,-3
CCOc1ccc(-c2ccc(NS(=O)(=O)c3cc([N+](=O)[O-])c(C)c([N+](=O)[O-])c3)cc2)nn1,-4,12,2,-4,3,2,0,2,68*,-3
CCOc1cc2nc(-c3ccc(OC)c(OC)c3)nc(NCCCN3CCOCC3)c2cc1OC,6,-11,-11,-6,-1,-2,-9,1,3,10
COc1ccc(S(=O)(=O)N2CCC(C(=O)NCCCN3CCOCC3)CC2)cc1,-1,4,4,3,2,-3,5,1,0,0
Cc1cc2oc(=O)c(CC(=O)NCCCO)c(C)c2c2occ(C(C)(C)C)c12,1,0,-1,7,1,-9,-3,-3,-2,3
CCOC(=O)c1ccc(NC(=O)CC2Sc3ncnn3C2=O)cc1 (stereo unspecified),1,1,-6,1,1,2,5,2,8,55*
Cc1cc(C)nc(-n2nc(C)c3c(C(=O)O)cc(-c4cccc(Br)c4)nc32)n1,-4,0,-3,1,-2,10,-7,3,18,1
COc1cc2c(cc1OC)CN(CC(=O)Nc1ccccc1C(=O)NC1CC1)CC2,3,-16,0,-3,-17,-11,-6,7,-1,-5
COc1cc(C2CC(c3ccccc3)=NN2c2ccccc2)ccc1OCC(=O)O (stereo unspecified),3,-9,-4,0,-5,0,-7,1,41*,5

# Another view of part of the listing above:
# Values run as follows: MBD2 inh | TDP2 inh | HTRA1 inhibitor | GC-B act | mABHD4 FP | SIAE inh | TCR-CD3 inh | LEDGF integ inh | rCAG binder | PRMT1 inh
CCN(CC(=O)Nc1ccc(NC(C)=O)cc1)C(=O)c1ccccc1Sc1ccccc1C#N
  -2 | -1 | -4 | 6 | -3 | 2 | -1 | 0 | 1 | -1
Cc1cc(C)cc(N(CC(=O)N2CCc3ccccc32)S(=O)(=O)c2c(C)noc2C)c1
  1 | -10 | -7 | -7 | 1 | 12 | 3 | -1 | 1 | 1
CCCN1CNc2c(c(=O)[nH]c(=S)n2CCc2ccc(OC)c(OC)c2)C1
  3 | 11 | -1 | -2 | -6 | 0 | 5 | 4 | -2 | -5
COC(=O)[C@]12C[C@H](CC(=O)NCc3ccc(C)o3)C(=O)N(Cc3ccc4c(c3)OCO4)C1=C[C@H](C(C)(C)C)O[C@@H]2C
  -1 | -3 | x | -4 | -5 | 8 | -2 | 5 | 1 | 2
Cc1ccc(C)c(NC(=O)NNC(=O)c2cc3occc3[nH]2)c1
  0 | 11 | 5 | 1 | 12 | 12 | 3 | 2 | 9 | 2
Cc1ccc(CN2C(=O)N/C(=C\c3cccn3-c3cccc(C(=O)O)c3)C2=O)cc1
  2 | 1 | -4 | -5 | 14 | -3 | 7 | 5 | 47* | 6
C=CCNC(=O)COC(=O)c1nc2nccc(C)n2n1
  0 | 3 | 4 | 4 | 1 | -2 | 3 | 2 | -1 | -6
C/C(=N\NC(=O)c1ccc(Cn2cc(Br)cn2)o1)c1cccc(NC(=O)C(C)C)c1
  -7 | 7 | -17 | -1 | -3 | -1 | 2 | 0 | -2 | -3
O=C1/C(=C/c2cccs2)SC(=S)N1CC(=O)N1CCCCC1CCO (stereo unspecified)
  -6 | -17 | -10 | -3 | 4 | 0 | -3 | -3 | 3 | 9
Cc1cc(-n2nc(C)cc2C)n2nc(C)c(-c3ccc(Cl)cc3)c2n1
  -2 | 6 | 3 | 4 | -2 | -2 | 2 | -2 | 6 | 0
COc1ccc(CC(=O)Nc2ccc(C)cc2O)cc1S(=O)(=O)N1CCOCC1
  -1 | 3 | 9 | 3 | 0 | 1 | 2 | 0 | 11 | 0
O=C(NCc1ccccc1F)C1CC(=O)N(c2ccc3c(c2)OCCO3)C1 (stereo unspecified)
  -3 | 11 | -3 | 2 | -2 | -2 | 6 | -2 | -3 | -3
CCOc1ccc(-c2ccc(NS(=O)(=O)c3cc([N+](=O)[O-])c(C)c([N+](=O)[O-])c3)cc2)nn1
  -4 | 12 | 2 | -4 | 3 | 2 | 0 | 2 | 68* | -3
CCOc1cc2nc(-c3ccc(OC)c(OC)c3)nc(NCCCN3CCOCC3)c2cc1OC
  6 | -11 | -11 | -6 | -1 | -2 | -9 | 1 | 3 | 10
COc1ccc(S(=O)(=O)N2CCC(C(=O)NCCCN3CCOCC3)CC2)cc1
  -1 | 4 | 4 | 3 | 2 | -3 | 5 | 1 | 0 | 0

# Other structures follow:
smiles,MBD2 inh,TDP2 inh,HTRA1 inhibitor,GC-B act,mABHD4 FP,SIAE inh,TCR-CD3 inh,LEDGF integ inh,rCAG binder,PRMT1 inh
COc1ccc(-c2cc(-c3n[nH]c(=S)n3-c3ccccc3Cl)[nH]n2)cc1,-2,11,7,0,1,2,6,2,7,1
c1csc(C2Nc3cccc4cccc(c34)N2)c1,-1,9,12,-8,18,5,4,0,17,8
CC(C)n1cc(CN2CCCC(C(=O)Nc3cccc(-c4cc5ccccc5[nH]4)c3)C2)cn1 (stereo unspecified),-2,5,4,-10,13,14,0,2,7,-5
CC1(c2ccccc2Cl)NC(=O)N(CC(=O)N2CCc3ccccc32)C1=O (stereo unspecified),2,-3,7,4,-6,-6,-4,1,6,2
COC(=O)[C@]12C[C@H](CC(=O)NCC34CC5CC(CC(C5)C3)C4)C(=O)N(Cc3cccc4ccccc34)C1=C[C@H](C1CCCC1)O[C@@H]2C,-7,2,x,-1,0,-4,x,-1,7,0
COc1cc(OC)cc(-c2c(-c3cccs3)c3cc(-c4ccc(C(N)=O)cc4)ccc3n2C)c1,1,7,3,-3,2,-3,2,2,9,-1
CCOC(=O)C1CCN(c2nc3ccccc3nc2C(C#N)C(=O)OC(C)C)CC1 (stereo unspecified),-5,3,-3,9,0,5,-3,-1,-2,-1
COC(=O)c1[nH]c2c(c1C)C(=O)CC(c1ccc(C)cc1)C2 (stereo unspecified),-3,4,5,-9,-3,2,12,2,1,0
COc1cc(OC)c(S(=O)(=O)Nc2ccccc2N2CCOCC2)cc1NC(C)=O,-5,11,6,0,2,4,3,2,-3,-1
CCOC(=O)C1=C(C(=O)OCC)C2N(Cc3ccc(C#N)cc3)c3ccccc3[C@@]23C[C@@H](C(=O)OC)N(S(=O)(=O)c2ccc(OC)cc2)C3=N1 (stereo partly specified),0,-6,x,4,-13,-6,-13,3,16,-3
Cc1cc(OCC(O)CN2CCN(c3ccccn3)CC2)cc(C)c1Cl (stereo unspecified),-2,-8,3,0,-6,8,-4,4,-7,-4
C=CCSc1cc(C)nc2c(-c3ccccc3)c(C)nn12,2,5,-8,6,14,-5,-2,-4,-1,2
